High-throughput results from PubChem.
APOBEC3A inh: APOBEC3A ssDNA deaminase inhibitors, primary screen, selectivity assay for APOBEC3G inhibitor project, biochemical, FAM/TAMRA oligo cleavage fluorescence; DNA dC->dU-editing enzyme APOBEC-3A (Homo sapiens), P31941; 0.41% of 330,000 active; recombinant A3A, FAM/TAMRA ssDNA deamination fluorescence; inhibition, % at 20 µM;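 active = at least 40% inhibition at 20 µM here, with at most 30% in a related deaminase screen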;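 also: plate controls were A3A with DMSO for no effect and wells lacking A3A enzyme for full effect; some results filed as inactive read as strong as hits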
hIAP block: human IAP inhibitors, primary screen, biochemical, luminescence, uHTS; inhibition, % at 10 µM; purified IAP, CDP-Star luminescence, 30 min; 0.12% of 330,000 active; Intestinal-type alkaline phosphatase (Homo sapiens), P09923;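 active = inhibition reaching a set limit with compound at 10 µM in the primary screen, cut at about 35% in these data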;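 also: plate controls were DMSO wells with enzyme for no effect and no-enzyme buffer wells for full effect; values of inactives mirror those of a sister screen read the other way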
Target sequence (P09923 whole entry, looked up): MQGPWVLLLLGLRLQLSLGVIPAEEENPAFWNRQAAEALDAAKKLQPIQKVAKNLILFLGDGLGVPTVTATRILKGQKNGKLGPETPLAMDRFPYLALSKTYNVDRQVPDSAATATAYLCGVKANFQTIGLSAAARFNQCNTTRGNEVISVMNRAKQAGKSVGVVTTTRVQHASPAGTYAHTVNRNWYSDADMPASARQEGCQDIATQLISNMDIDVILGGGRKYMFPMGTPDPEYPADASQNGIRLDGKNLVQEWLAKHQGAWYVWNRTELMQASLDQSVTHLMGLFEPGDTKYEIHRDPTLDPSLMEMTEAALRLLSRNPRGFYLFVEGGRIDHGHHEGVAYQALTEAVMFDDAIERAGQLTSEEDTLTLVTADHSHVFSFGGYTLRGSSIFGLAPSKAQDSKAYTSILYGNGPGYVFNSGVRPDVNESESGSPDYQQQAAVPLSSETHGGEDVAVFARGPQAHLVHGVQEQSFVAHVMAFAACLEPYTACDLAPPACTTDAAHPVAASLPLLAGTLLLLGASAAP
mIAP act: activators of mouse IAP, primary screen, biochemical, luminescence, uHTS | intestinal alkaline phosphatase [Mus musculus] | muIAP, CDP-Star luminescence, 30 min; hits give high values; 1 = vehicle-only enzyme signal, 0 = enzyme-free wells | activation factor at 10 µM | 0.24% of 330,000 active | AID 2805, 2010;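 active = activation factor of at least 2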; also: the source names both 10 and 20 µM as test concentration; values of inactives mirror those of a sister screen read the other way
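Assay system: mouse IAP enzyme; Reagent: CDP-Star chemiluminescent phosphatase substrate; Compound: DMSO-dissolved test compounds; Incubation: 30 min, room temperature; Technique: luminescence from enzymatic CDP-Star hydrolysis; Controls: DMSO-only wells and no-enzyme negative control.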
hIAP act: human IAP activators, primary screen, biochemical, luminescence, uHTS; purified human IAP, CDP-Star luminescence, 30 min; hits give high values; 1 = vehicle-only enzyme, 0 = enzyme-free background; activation factor at 10 µM; 0.16% of 330,000 active;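 active = activation factor of the enzyme at least 2-fold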; also: the source names both 10 and 20 µM as test concentration; values of inactives mirror those of a sister screen read the other way
ATG4B inhibitor: ATG4B protease inhibitors, primary screen, biochemical, fluorescence, uHTS. Cysteine protease ATG4B (Homo sapiens), Q9Y4P1. ATG4B cleavage of LC3-PLA2, NBD-HPC fluorescence, 1 h. inhibition, % at 8.33 µM. 0.51% of 340,000 active. AID 504462, 2011; in the data active = inhibition above about 40%
Target sequence (Q9Y4P1 whole entry, looked up): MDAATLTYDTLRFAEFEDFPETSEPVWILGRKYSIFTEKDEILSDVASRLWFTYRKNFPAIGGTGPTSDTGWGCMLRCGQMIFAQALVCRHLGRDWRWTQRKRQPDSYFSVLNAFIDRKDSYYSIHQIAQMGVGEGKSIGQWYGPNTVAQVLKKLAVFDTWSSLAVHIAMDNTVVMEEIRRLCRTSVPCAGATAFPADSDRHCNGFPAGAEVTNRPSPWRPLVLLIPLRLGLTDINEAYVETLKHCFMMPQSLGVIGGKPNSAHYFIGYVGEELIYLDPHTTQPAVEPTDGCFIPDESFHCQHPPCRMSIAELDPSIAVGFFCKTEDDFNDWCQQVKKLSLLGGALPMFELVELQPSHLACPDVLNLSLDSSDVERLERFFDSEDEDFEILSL
HKDC1 inhibitor: HKDC1 hexokinase inhibitors, primary screen, biochemical, fluorescence, uHTS; 0.16% of 340,000 active; inhibition, % at 20 µM; recombinant HKDC1, G6PDH/diaphorase resazurin coupled fluorescence; Q2TB90; AID 493160, 2011;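 active = inhibition above about 35% when tested at 20 µM, limit read from the data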;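 also: plate controls were DMSO wells with enzyme for no effect and DMSO wells lacking enzyme for full effect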
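Assay system: in-house recombinant HK5 (HKDC1) enzyme. Input: HKDC1 at 5 µg/mL. Medium: Tris pH 8.0 buffer with MgCl2, Tween-20, BSA, BME. Dosing: single 20 µM dose. Schedule: 90 min reaction incubation at room temperature, dark. Signal: resazurin-to-resorufin fluorescence via G6PDH and diaphorase coupling, 525/613 nm. Controls: DMSO-enzyme wells negative, buffer-substituted wells positive.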
mIAP inh: inhibitors of mouse IAP, primary screen, biochemical, luminescence, uHTS; 0.2% of 330,000 active; inhibition, % at 10 µM; AID 2806, 2010; intestinal alkaline phosphatase [Mus musculus]; purified mouse IAP, CDP-Star luminescence, 30 min;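 active = inhibition of at least 40% at 10 µM in the primary screen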;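 also: plate controls were DMSO with enzyme for no effect and no enzyme wells for full effect; values of inactives mirror those of a sister screen read the other way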
PfG6PD inh: PfG6PD enzyme inhibitors, primary screen, biochemical, fluorescence intensity, uHTS. glucose-6-phosphate dehydrogenase-6-phosphogluconolactonase (Plasmodium falciparum 3D7). PfGluPho enzyme, NADPH resazurin-diaphorase fluorescence. inhibition, % at 20 µM. 0.78% of 350,000 active. AID 504690, 2011;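 active = inhibition reaching at least a set limit at 20 µM in the primary screen, cut at about 59% in these data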;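 also: 0% = DMSO wells with substrate and 100% = DMSO wells lacking glucose-6-phosphate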
The depositor's hits bear a star; . = no result given.

SMILES	APOBEC3A inh	hIAP block	mIAP act	hIAP act	ATG4B inhibitor	HKDC1 inhibitor	mIAP inh	PfG6PD inh
O=S(=O)(NCC1CCCO1)c1ccc(S(=O)(=O)N(Cc2ccccn2)C2CC2)cc1 (stereo not given)	1	1	1.1	0.99	-3	-12	-6	10
O=C(Nc1cccc(-c2csc(Nc3cccc(C(F)(F)F)c3)n2)c1)c1ccccc1	0	8	0.91	0.92	11	3	9	39
OCCCn1c(CCCNc2nc(-c3cccc(Br)c3)cs2)nc2cc(Cl)c(N3CCCCC3)cc21	-3	-3	0.97	1	-20	1	3	17
COc1ccc(/C(CC2OC(=O)c3ccccc32)=N\NC(N)=O)cc1 (stereo not given)	5	21	1.1	0.79	-4	-4	-5	0
CC(=O)Nc1ccc(S(=O)(=O)N2CCN(Cc3ccncc3)CC2)cc1	-3	-9	0.96	1.1	2	1	4	-3
O=C(NCc1ccc(F)cc1)c1cc2c(s1)CCCC2	4	3	1.1	0.97	13	-2	-10	-12
CN(Cc1ccccc1)C(=O)CCC(=O)N(C)Cc1ccccc1	0	11	1	0.89	-7	1	-5	-1
COCCn1c(=S)[nH]c2cc(C(=O)N3CC(C)CC(C)C3)ccc2c1=O (stereo not given)	-6	-8	1	1.1	-1	-4	0	7
Cc1ccc(CC2CC(=O)N(c3cc(C)ccc3C)C2=O)cc1 (stereo not given)	-9	-1	0.97	1	-5	-4	2	4
COC(=O)C1=CNC=C(C(=O)OC)C1c1ccccc1Cl	-3	-23	1.1	1.2	-12	3	-6	25
CC1=C(C(=O)OC2CCCC2)C(c2coc3ccc(C)cc3c2=O)C2=C(CCCC2=O)N1 (stereo not given)	-6	-2	0.95	1	-17	-7	5	5
NS(=O)(=O)c1ccc(CNC(=O)C23CC4CC(CC(C4)C2)C3)cc1	1	5	1.1	0.95	8	-6	-7	-12
CC(=O)Nc1ccc(NC(=O)c2c(C)nc3ccccn23)cc1	-3	27	1.1	0.73	4	15	-12	-1
COc1cccc(-n2c(SCc3ccccn3)nc3c(c2=O)SCC3)c1	-3	-12	1.1	1.1	2	-4	-8	6
NS(=O)(=O)c1ccc(NS(=O)(=O)c2ccc(Br)cc2)cc1	0	-6	1	1.1	-6	2	-3	-11
COc1cc(C(=O)CSc2nccn2C)cc(OC)c1OC	-4	-2	0.96	1	3	-2	4	7
COc1ccccc1NC(=O)Nc1ccc(Cc2ccncc2)cc1	-4	-7	1.4	1.1	-5	7	-41	13
CN(Cc1cccnc1)C(=O)c1ccc(Cl)c(NS(=O)(=O)c2ccc(F)cc2)c1	0	-2	0.95	1	8	-2	5	-11
c1ccc(-c2csc(N3CCOCC3)n2)cc1	-3	22	0.96	0.78	-1	0	4	-3
COc1ccccc1NC(=O)Cn1nnc2sc3c(c2c1=O)CC(C)(C)OC3	-6	-12	1.1	1.1	-7	-2	-10	5
O=C(c1ccco1)N1CCN(CCOCCOc2cccc3ccccc23)CC1	-5	-7	1.1	1.1	-20	-3	-13	13
CCOC(=O)Cn1c(Br)nc2c1c(=O)[nH]c(=O)n2C	-5	-11	1.1	1.1	-7	-6	-11	-1
CC(=O)N/C(=C\c1ccccc1)C(=O)OCC(=O)Nc1cc(S(=O)(=O)N(C)C)ccc1Cl	-4	-21	0.97	1.2	5	-4	3	-21
c1ccc(Cc2nnc3sc(-c4ccc5c(c4)OCO5)nn23)cc1	1	10	0.95	0.9	-4	-1	5	35
CCOC(=O)c1cnc2c(C(=O)OC)cccc2c1NCc1cccnc1	-1	4	0.94	0.96	-9	-10	6	10
COc1ccc(NC(C)=O)cc1NC(=O)CSc1nnc(-c2cccnc2)n1C	-5	-21	1.1	1.2	0	3	-7	1
COc1cc(C=O)c(Br)cc1OCC(=O)NCCc1ccccc1	1	11	0.95	0.89	1	3	5	-7
CN(C)CCNC(=O)c1nn(C)c2c1CCc1ccccc1-2	-2	-4	1	1	-2	2	0	10
CCC(=O)N1CCCc2cc(S(=O)(=O)CCC(=O)Nc3ccccc3C)ccc21	0	-16	0.96	1.2	5	-1	4	-5
CCCCNCCCCOc1ccccc1	4	-110	1	2.1*	-9	-8	-4	7
O=C(Cc1ccc(F)cc1)N1CCC(CC2CC(c3ccc(Cl)cc3)=NO2)(C(=O)NCC2CCCCC2)CC1 (stereo not given)	-1	10	1.3	0.9	-8	3	-31	-2
CCCOC(=O)C1=C(C)NC2=C(C(=O)CC(C)(C)C2)C1c1ccc(N(C)C)cc1 (stereo not given)	-4	-10	1	1.1	3	-2	0	4
COc1ccc(S(=O)(=O)N2CCOC2CNC(=O)C(=O)NCCN2CCOCC2)cc1C (stereo not given)	-6	24	1	0.76	-6	4	0	13
O=C(Cn1c(=O)oc2ccccc21)Nc1ccc(Br)cc1	5	-9	1.2	1.1	-3	-3	-15	-5
Cc1ccc2occ(/C=N/NC(=O)[C@@H](N)Cc3ccccc3)c(=O)c2c1	-2	-10	0.85	1.1	10	-1	15	-7
O=C(COC(=O)c1cnccn1)Nc1ccc(Cl)cc1C(F)(F)F	14	7	0.95	0.93	-13	-5	5	1
C/C(CC(=O)Nc1ccc2ccccc2c1)=N\NC(=O)c1cnccn1	4	-9	0.94	1.1	-6	-3	6	3
Cc1ccccc1OCCc1c(C)[nH]c(=S)[nH]c1=O	-4	11	0.89	0.89	-4	0	11	5
COc1ccc(CCNC(=O)CSc2nc3ccccc3c3nc(CCN4CCCCC4)nn23)cc1OC	0	10	1.1	0.91	-1	-9	-9	6
O=S(=O)(c1ccccc1F)N1CCc2ccccc2C1	-4	10	1.1	0.9	4	-1	-7	28
COc1cccc(-c2nnc(NC(=O)Cc3cccs3)s2)c1	2	-1	0.93	1	-6	0	7	2
O=C(COc1cccnc1[N+](=O)[O-])Nc1ccc2c(c1)OCO2	-1	7	0.94	0.93	-1	-3	6	4
COC(=O)c1[nH]c2ccccc2c1NC(=O)CN1CCN(C/C=C/c2ccccc2)CC1	7	-2	0.96	1	-18	16	4	9
Cc1ccccc1NS(=O)(=O)c1ccc(NC(=O)N2CCCCC2)cc1	-1	20	1	0.8	-2	-3	-1	-9
Cc1ccc(C(=O)C2CCN(C(=S)NCC3CCCO3)CC2)cc1 (stereo not given)	-3	4	0.86	0.96	2	-12	14	-15

Molecules shown so far with a thiophene ring, fused or not (3):
SMILES	APOBEC3A inh	hIAP block	mIAP act	hIAP act	ATG4B inhibitor	HKDC1 inhibitor	mIAP inh	PfG6PD inh
O=C(NCc1ccc(F)cc1)c1cc2c(s1)CCCC2	4	3	1.1	0.97	13	-2	-10	-12
COc1ccccc1NC(=O)Cn1nnc2sc3c(c2c1=O)CC(C)(C)OC3	-6	-12	1.1	1.1	-7	-2	-10	5
COc1cccc(-c2nnc(NC(=O)Cc3cccs3)s2)c1	2	-1	0.93	1	-6	0	7	2

Next part.
SMILES	APOBEC3A inh	hIAP block	mIAP act	hIAP act	ATG4B inhibitor	HKDC1 inhibitor	mIAP inh	PfG6PD inh
CCOC(=O)C1CCN(S(=O)(=O)c2c(C)n(C)c(=O)n(C)c2=O)CC1	2	-12	1	1.1	1	-4	-1	-6
CC1(Cc2cn(CCC#N)c3ccccc23)OCCO1	-2	13	0.99	0.87	-2	7	1	-10
CCC(=O)N1N=C(c2ccc(C)o2)CC1c1ccc(Br)cc1 (stereo not given)	-3	4	1.2	0.96	4	-8	-16	3
COc1cc(NC(=O)c2ccc(COCC(F)(F)F)cc2)cc(OC)c1OC	-2	5	1	0.95	-8	2	-2	10
CS(=O)(=O)c1ccc(Cl)c(NC(=O)CCN2C(=O)NC3(CCCC3)C2=O)c1	2	4	0.96	0.96	2	-2	4	-13
O=C(CCCn1c(=S)[nH]c2ccccc2c1=O)NC1CCCC1	-2	6	1	0.94	-5	0	-1	-9
COc1cc(C(=O)OCC(=O)Nc2ccc3c(c2)OC(F)(F)O3)ccc1OCc1c(C)noc1C	3	6	1.1	0.94	-9	4	-7	5
COCCn1c(SCc2cccnc2)nnc1-c1ccco1	2	4	0.99	0.96	-8	-5	1	1
c1ccc(-c2cc3ncccc3cn2)cc1	-6	3	0.92	0.97	-5	-2	8	-1
O=S(=O)(NCc1ccc2c(c1)OCO2)c1c(F)cc(F)cc1Br	-1	5	0.94	0.95	8	4	6	7
COc1ccc(-c2nnn(CC(=O)N(CCN3CCOCC3)C(C(=O)NC3CCCC3)c3ccco3)n2)cc1 (stereo not given)	2	-15	1.2	1.1	-3	-1	-25	-2
COC(=O)[C@]1(C)N[C@H](CN(C)C(=O)c2ccc(C(C)(C)C)cc2)[C@@H]2C(=O)N(C)C(=O)[C@@H]21	-6	-10	0.96	1.1	1	-2	4	5
CN(c1ccc(C(=O)NCc2cccs2)cc1)S(=O)(=O)c1ccccc1	-3	-8	1.1	1.1	-11	-12	-6	35
CCC(C(=O)NC1CCCCC1)n1c(SCc2ccccc2F)nc2ccncc21 (stereo not given)	-3	12	1.1	0.88	-18	1	-10	4
O=C(NCc1cccs1)C1CC1	4	13	0.93	0.87	20	12	7	-14
CC(=O)N1CCCc2cc(S(=O)(=O)Nc3cccc(C)c3C)ccc21	2	1	1.1	0.99	8	-10	-7	-13
CCOC(=O)CN1C(=O)SC(Nc2ccc(C)cc2)C1=O (stereo not given)	0	-5	0.87	1.1	3	-22	13	-24
CCN1C(=O)/C(=C\N2CCN(C)CC2)SC1=S	-21	-13	0.94	1.1	-5	5	6	-5
COc1cccc(NC(=O)CN(C)CC(=O)NCc2ccco2)c1	1	5	1.1	0.95	4	-1	-14	-5
OC(c1cccs1)(c1cccs1)C1C[N+]2(CF)CCC1CC2 (stereo not given)	-2	14	0.98	0.86	-10	-9	2	7
CCc1c(C)nc2[nH]nc(-c3ccccc3C)n2c1=O	0	-7	1.1	1.1	-7	-4	-8	25
COc1cccc(N2[C@@H](CC(=O)O)c3cc(C(F)(F)F)ccc3S2(=O)=O)c1	38	5	0.92	0.95	2	2	8	72*
CS(=O)(=O)N1CCC(C(=O)Nc2ccccc2)CC1	-2	-20	1.2	1.2	1	10	-21	-4
CCNc1nc(SCC(=O)OC)nc(N(C)C)n1	5	-16	0.93	1.2	-5	-5	7	-20
COc1ccc(OC)c(CC(NC(C)=O)C(=O)NC2CCN(c3c(Cc4ccccc4)c(C)nc4ncnn34)CC2)c1 (stereo not given)	-1	-2	1.1	1	-9	20	-10	-9
CC(=O)c1cccc(N(CC(=O)N2CCCCC2)S(C)(=O)=O)c1	3	0	0.95	0.99	-8	10	5	-8
CCOC(=O)Cc1csc(NC(=O)c2ccc([N+](=O)[O-])cc2[N+](=O)[O-])n1	-6	2	0.95	0.98	-2	-2	5	-16
N#Cc1c(-c2ccncc2)c2c([nH]c1=O)-c1ccccc1OC2	2	-23	1.1	1.2	.	.	-5	.
COc1ccc(C)cc1CN(C)c1ccc(S(=O)(=O)N2CCN(C)CC2)cn1	2	-8	0.96	1.1	-6	-6	4	20
